# Source: PubChem BioAssay
# ULK1 primary: human ULK1 kinase inhibition, primary screen | AlphaScreen Atg13 phosphorylation by ULK1, luminescence | AID 1259251 | inhibition, % at 5.96 µM | O75385 | 1.9% of 30,000 active; in the data active means inhibition above about 43%;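 further: 0% = median of compound wells and 100% = no enzyme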
# Target sequence (O75385 whole entry, looked up): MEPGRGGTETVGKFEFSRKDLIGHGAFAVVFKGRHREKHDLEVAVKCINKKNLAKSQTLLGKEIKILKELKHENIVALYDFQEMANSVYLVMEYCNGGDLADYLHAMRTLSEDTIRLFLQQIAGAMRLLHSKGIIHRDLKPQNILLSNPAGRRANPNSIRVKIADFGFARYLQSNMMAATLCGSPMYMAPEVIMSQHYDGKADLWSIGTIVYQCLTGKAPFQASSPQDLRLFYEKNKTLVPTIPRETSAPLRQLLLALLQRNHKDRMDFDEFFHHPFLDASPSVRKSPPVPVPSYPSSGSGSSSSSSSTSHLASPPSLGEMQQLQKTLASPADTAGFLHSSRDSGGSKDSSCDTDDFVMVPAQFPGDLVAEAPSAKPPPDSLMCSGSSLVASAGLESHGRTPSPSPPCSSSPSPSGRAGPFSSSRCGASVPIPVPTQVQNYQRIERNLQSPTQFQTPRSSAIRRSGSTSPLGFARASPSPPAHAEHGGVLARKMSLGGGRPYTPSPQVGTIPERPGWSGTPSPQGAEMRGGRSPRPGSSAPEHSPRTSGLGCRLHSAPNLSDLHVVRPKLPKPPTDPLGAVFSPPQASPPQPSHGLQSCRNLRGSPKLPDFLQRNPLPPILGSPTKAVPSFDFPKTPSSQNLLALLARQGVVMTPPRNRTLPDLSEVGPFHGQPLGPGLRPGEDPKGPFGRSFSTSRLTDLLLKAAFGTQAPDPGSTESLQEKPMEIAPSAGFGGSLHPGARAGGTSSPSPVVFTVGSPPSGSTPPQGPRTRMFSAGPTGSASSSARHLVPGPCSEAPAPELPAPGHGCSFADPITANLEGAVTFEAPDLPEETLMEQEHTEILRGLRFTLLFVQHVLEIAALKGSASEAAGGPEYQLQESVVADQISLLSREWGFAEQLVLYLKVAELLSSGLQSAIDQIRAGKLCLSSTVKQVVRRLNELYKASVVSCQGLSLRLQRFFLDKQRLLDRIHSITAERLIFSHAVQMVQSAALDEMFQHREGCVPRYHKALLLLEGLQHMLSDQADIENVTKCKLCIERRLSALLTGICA
# ASK1 primary: human ASK1 kinase inhibition, primary screen; Q99683; AlphaScreen MKK6 phosphorylation by ASK1, luminescence; inhibition, % at 7.44 µM; 0.99% of 22,000 active; AID 1159602; in the data active means inhibition above about 35%;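 further: 0% = median of compound wells and 100% = no enzyme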
# The depositor's hits bear a star; . = no result given; & = joins results of further samples.
no.	ASK1 primary	ULK1 primary	compound
1	3	54*	CC(C)n1cnc2c(Nc3ccccc3)nc(NCc3cccnc3)nc21
2	.	1	CCCN1C(=O)C(C)(C)COc2ccc(NC(=O)c3ccc(OC)c(OC)c3)cc21
3	16	3	CC(=O)N[C@@H](Cc1cccc(C#N)c1)c1nc2ncc(-c3ccncc3)cc2[nH]1
4	20	5	CCNc1cc(C(=O)Nc2ccc(NC(C)=O)cc2)ccn1
5	-5	-6	CN1CCN(C(=O)c2ccc(-c3nc(C(=O)NCCc4ccc(O)cc4)cs3)cc2)CC1
6	-9	-7	Cc1cnc(NCc2cccnc2)nc1Nc1ccccc1
7	-7	-8	O=C(Cc1ccccc1)NCc1nc2ccncc2[nH]1
8	-6	62*	COc1cc(Nc2nc(NC3CC3)c3[nH]cnc3n2)cc(OC)c1OC

# The results go on:
no.	ASK1 primary	ULK1 primary	compound
9	.	-2	CCOC(=O)N1CCN(c2cc(-c3cccnc3)nc(-c3cccnc3)n2)CC1
10	-11	3	O=C(NCCO)c1cccc(-c2ccccc2)c1
11	3	-34	O=C1Cc2cc(Nc3cc(Nc4ccccc4-c4ncccn4)c(C(F)(F)F)cn3)ccc2N1
12	-1	1	Cc1cnc(Oc2ccccc2)nc1NCCN(C(C)C)C(C)C
13	-2	6	COc1ccc(CCNC(=O)c2csc(Nc3cnccn3)n2)cc1
14	.	3	CS(=O)(=O)c1ccc(N2CCCC(O)C2)cc1 (centres undefined)
15	-1	48*	O=C(Nc1ccc(N2CCOCC2)cc1)c1cccc(Nc2ccc(N3CCOCC3)cc2)n1
16	30	-8	COc1cc(Nc2nc(NC3CCN(Cc4ccccc4)CC3)nc3c2ncn3-c2ccsc2)cc(OC)c1OC

# In the list so far, four contain an aryl methoxy group:
no.	ASK1 primary	ULK1 primary	compound
2	.	1	CCCN1C(=O)C(C)(C)COc2ccc(NC(=O)c3ccc(OC)c(OC)c3)cc21
8	-6	62*	COc1cc(Nc2nc(NC3CC3)c3[nH]cnc3n2)cc(OC)c1OC
13	-2	6	COc1ccc(CCNC(=O)c2csc(Nc3cnccn3)n2)cc1
16	30	-8	COc1cc(Nc2nc(NC3CCN(Cc4ccccc4)CC3)nc3c2ncn3-c2ccsc2)cc(OC)c1OC

# The results go on.
no.	ASK1 primary	ULK1 primary	compound
17	-9	2	O=C(NC1CC1)C1CCN(c2ccc(Nc3ccc4ncccc4c3)nn2)CC1
18	1	3	CC(C)N(CCNC(=O)c1cnc(-c2ccc(C(=O)NC3CC3)cc2)s1)C(C)C
19	2	-11	O=C(NC1CCN(Cc2ccccc2)CC1)c1cccc(Nc2ccccc2)n1
20	2	39	Cc1cnc(-c2cccc(N)c2)nc1NCCCN1CCCC1=O
21	0	-9	CN1CCN(c2ccc(-c3cccc(C(=O)NCCCN4CCCC4=O)n3)cc2)CC1
22	2	10	O=C(Cc1cn(-c2ccc(N3CCOCC3)nn2)c2ccccc12)NCc1ccccc1
23	.	6	NC(=O)c1ccccc1O
24	.	-4	Cc1cc(N)n(-c2ncnc3c2cnn3-c2cccc(C)c2C)n1

# Additional compounds follow:
no.	ASK1 primary	ULK1 primary	compound
25	1	0	N[C@H](Cc1cc(F)cc(F)c1)c1nc2ccc(-c3ccncc3)cc2[nH]1
26	.	-7	CC1=C(CC(=O)O)c2cc(F)ccc2/C1=C\c1ccc(S(C)(=O)=O)cc1
27	.	-9	Cc1nc2ncccc2c(=O)n1-c1cccc(NC(=O)c2ccccc2Cl)c1
28	0	-5	Cc1cc(Nc2ccccc2)nc(Nc2nccc3ccccc23)n1
29	.	-3	CCOc1cccc2sc(NCc3ccccc3)nc12
30	-9	-10	Fc1cc(-c2ccnc(Nc3ccc(-n4cnc(-c5ccc(C(F)(F)F)nc5)n4)cc3)n2)cc(N2CCOCC2)c1
31	-2	3	O=C(Nc1ccccc1)c1csc(-c2cccs2)n1
32	-2	-7	Cc1cc(NCc2cccc(C(F)(F)F)c2)nc(Nc2ccncn2)n1

# Next entries follow.
no.	ASK1 primary	ULK1 primary	compound
33	.	5	CC(=O)c1cccc(N2C(=O)c3cccc([N+](=O)[O-])c3C2=O)c1
34	.	-2	Cc1ccc(S(=O)(=O)n2ccn(C(=O)c3ccccc3)c2=O)cc1
35	-14&7	2&-12	O=C(N[C@H]1CC[C@H](C(=O)Nc2ccc3[nH]ncc3c2)C1)C(O)c1ccc(C(F)(F)F)cc1 (some centres undefined)
36	0	5	COc1cc(Nc2nc(N3CCC(N4CCOCC4)CC3)nc3c2ncn3CCN2CCCC2=O)cc(OC)c1OC
37	-5	-31	COc1ccc(CCNc2cc(NCCCN3CCCC3=O)nc(N)n2)cc1
38	7	-11	Nc1cccc(-c2cc(NC3CCN(Cc4ccccc4)CC3)ncn2)c1
39	7	16	COc1ccc(CCNC(=O)c2cnc(Nc3ccccn3)s2)cc1
40	3	2	CN1CCN(C(=O)c2ccc(-c3nc(NCc4nc5ccccc5[nH]4)c4ncn(C5CCCCC5)c4n3)cc2)CC1

# Next compounds
no.	ASK1 primary	ULK1 primary	compound
41	-3	8	CC(C)N(CCNc1nc(NCCN2CCOCC2)nc2c1ncn2C1CCCCC1)C(C)C
42	-16	-4	COc1ccc(-c2cccc(C(=O)NCc3cccnc3)n2)cc1
43	0&18	-24&0	OC1CCN(c2ncn(-c3ccc(Nc4nccc(-c5cc(F)cc(N6CCOCC6)c5)n4)cc3)n2)CC1
44	0	-5	CC(=O)Nc1ccc(Nc2ncnc3c2nc(N2CCc4ccccc4C2)n3C(C)C)cc1
45	1	5	NC(=O)c1cccc(N2CCCC2CO)n1 (centres undefined)
46	-5	14	O=C(NCc1cccnc1)c1cnc(-c2ccc(N3CCOCC3)nc2)s1
47	16	8	FC(F)(F)c1cc(-c2ccnc(Nc3ccc(N4CCOCC4)nc3)n2)cc(N2CCOCC2)c1
48	9	-2	CCN(CC)C(=O)C1CCCN(c2nc(NCc3cccc(C(F)(F)F)c3)c3ncn(C4CCCCC4)c3n2)C1 (centres undefined)

# The list goes on.
no.	ASK1 primary	ULK1 primary	compound
49	.	-7	COc1cccc(OC)c1C(=O)Nc1nnc(CC(C)(C)C)s1
50	4	-35	CCCC(=O)Nc1cccc(-c2nc(Nc3ccc4[nH]ncc4c3)c3cc(OCCN(C)C)ccc3n2)c1
51	-18	4	Cc1ncn(-c2ccc(Nc3nccc(-n4cc(C(=O)O)cn4)n3)cc2)n1
52	-2	-44	O=C1CCCN1CCn1cnc2c(NCc3cccc(C(F)(F)F)c3)nc(N3CCc4ccccc4C3)nc21
53	.	5	CCCN1C(=O)C(C)(C)COc2cc(NC(=O)c3ccc(C)c(C)c3)ccc21
54	-5	0	CC(C)N(CCNC(=O)c1ccnc(Nc2nccc3ccccc23)c1)C(C)C
55	18	-1	Cc1ccc(-c2ncn(-c3ccc(Nc4ncc(F)c(-c5cnn(C)c5)n4)cc3)n2)cn1
56	-11	-10	CC(C)(C)OC(=O)N1CCC(Nc2ccc3[nH]ncc3c2)C1 (centres undefined)

# The list continues:
no.	ASK1 primary	ULK1 primary	compound
57	-18	-21	Cc1cnc(Oc2ccccc2)nc1NCCOc1ccccc1
58	.	-3	CC(C)(NC(=O)c1cccc(C(F)(F)F)c1)c1ccncc1
59	5	-3	CCC(C)n1c(C2COc3ccccc3O2)nc2ncc(-c3ccncc3)cc21 (centres undefined)
60	-27	-4	FC(F)(F)c1cccc(CNc2nc(Nc3ccncn3)nc3c2ncn3-c2ccsc2)c1
61	.	9	CCS(=O)(=O)CCn1c([N+](=O)[O-])cnc1C
62	14	11	COc1cc(Nc2ncnc3c2nc(-c2ccc4c(ccn4C)c2)n3C(C)C)cc(OC)c1OC
63	0	1	CCNc1nccc(Nc2ccc(N3CCOCC3)cc2)n1
64	-2	2	O=C(NCc1cccc(C(F)(F)F)c1)c1cccc(N2CCc3ccccc3C2)n1

# Remaining list, next part
no.	ASK1 primary	ULK1 primary	compound
65	-5	-3	COc1ccc(Nc2cc(NCCc3ccccn3)ncn2)cc1
66	10	21	OCCNc1nc(Nc2cccnc2)nc2nc[nH]c12
67	-14	1	CN1CC[C@H](Oc2ccc(C(=O)Nc3ccc4[nH]ncc4c3)cn2)C1
68	-1	-9	COc1cccc(CNc2cc(Nc3ccc(-c4cn[nH]c4)cc3F)ncn2)c1
69	-8	25	c1cnc(Nc2nc(NCc3cccnc3)c3ncn(-c4ccsc4)c3n2)nc1
70	.	3	Clc1ccccc1/C=N/Nc1cc(N2CCOCC2)ncn1
71	.	-13	COc1cc(OC)nc(N2CCN(C(=O)c3ccccc3N)CC2)n1
72	-1	-4	CCNc1nc(NCc2cccc(C(F)(F)F)c2)c2ncn(C3CCCCC3)c2n1

# Following part:
no.	ASK1 primary	ULK1 primary	compound
73	6	1	CCCNC(=O)c1ccc(-c2ccccc2)s1
74	-7	4	Cc1cnc(Nc2nccc3ccccc23)nc1NCc1nc2ccccc2[nH]1
75	6	0	O=C(Cc1cn(-c2ccc(Nc3ccc(-n4ccnc4)cc3)nn2)c2ccccc12)NCCCN1CCCC1=O
76	5	-18	COc1cccc(COC(=O)Nc2ccc(-c3cn[nH]c3)cc2OCCO)c1
77	.	2	COc1ccc(N2CCn3c(SCc4cc(C)ccc4C)nnc32)cc1
78	.	-6	COC(=O)C1=C(C)N(CC2CCCO2)C(=O)/C1=C\c1cccc(OC)c1O (centres undefined)
79	1	-25	CN1CCN(c2ccc(-c3nc(NC4CC4)c4ncn(CCN5CCCC5=O)c4n3)cc2)CC1
80	-17	-20	NC(Cc1ccccc1)c1nc2ccc(-c3cccc4ncccc34)cc2[nH]1 (centres undefined)

# Looked up above.
# Value for COc1cccc(COC(=O)Nc2ccc(-c3cn[nH]c3)cc2OCCO)c1 under ASK1 primary: 5
# Value for COC(=O)C1=C(C)N(CC2CCCO2)C(=O)/C1=C\c1cccc(OC)c1O (centres undefined) under ULK1 primary: -6

# (further entries)
no.	ASK1 primary	ULK1 primary	compound
81	-14	-11	O=C(Nc1ccccc1)c1ccnc(N2CCC(N3CCOCC3)CC2)c1
82	-4	-7	CCN(CC)C(=O)C1CCCN(c2nc(NCCN(C(C)C)C(C)C)nc(N(CC)CC)n2)C1 (centres undefined)
83	-12	-8	COc1ccc(-c2cc(NC3CC3)ncn2)cn1
84	4	6	Cc1cc(NCCN(C(C)C)C(C)C)nc(NCc2ccc3c(c2)OCO3)n1
85	.	6	Cc1cc(O)c(C(c2ccncc2)N2CCN(CCO)CC2)c(=O)n1Cc1ccccc1 (centres undefined)
86	18	5	CCOc1ccc2c(c1)CC(C(=O)Nc1ccc(-c3ccnc(N)n3)cc1OCCN(C)C)NC2 (centres undefined)
87	6	-13	OC1CCC(Nc2nc(NCCOc3ccccc3)c3ncn(Cc4ccc(C(F)(F)F)cc4)c3n2)CC1 (centres undefined)
88	.	0	CN1CCN2c3ncccc3Cc3ccccc3C2C1 (centres undefined)

# Some of these compounds in order of their number in ASK1 primary, descending.
no.	ASK1 primary	ULK1 primary	compound
47	16	8	FC(F)(F)c1cc(-c2ccnc(Nc3ccc(N4CCOCC4)nc3)n2)cc(N2CCOCC2)c1
64	-2	2	O=C(NCc1cccc(C(F)(F)F)c1)c1cccc(N2CCc3ccccc3C2)n1
82	-4	-7	CCN(CC)C(=O)C1CCCN(c2nc(NCCN(C(C)C)C(C)C)nc(N(CC)CC)n2)C1 (centres undefined)

# The results go on:
no.	ASK1 primary	ULK1 primary	compound
89	-9	-6	Cc1cc(NCCc2ccccn2)nc(-c2ccccc2)n1
90	-3	-4	O=C(NC1CCN(Cc2ccccc2)CC1)c1cc(N2CCN(c3ccccn3)CC2)nc2ccccc12
91	.	4	c1ccc(-c2cncc(-c3cc(N4CCOCC4)nc(-c4ccccc4)n3)c2)cc1
92	7	-23	CC(C)n1c(Nc2ccc(-n3ccnc3)cc2)nc2c(NCc3cccc(C(F)(F)F)c3)ncnc21
93	.	6	O=C1CCC(N2C(=O)c3ccccc3C2=O)C(=O)N1 (centres undefined)
94	-4	5	O=C(NCCCN1CCCC1=O)c1cccc(Nc2ccncn2)n1
95	.	58*	COc1ccc(C(=O)c2oc3ccc(NC(C)=O)cc3c2C)cc1
96	6	3	COc1cc(Nc2ncnc3nc(-c4cccc(N)c4)[nH]c23)cc(OC)c1OC

# An excerpt of these results, with one line to a screen:
64) O=C(NCc1cccc(C(F)(F)F)c1)c1cccc(N2CCc3ccccc3C2)n1
65) COc1ccc(Nc2cc(NCCc3ccccn3)ncn2)cc1
66) OCCNc1nc(Nc2cccnc2)nc2nc[nH]c12
67) CN1CC[C@H](Oc2ccc(C(=O)Nc3ccc4[nH]ncc4c3)cn2)C1
68) COc1cccc(CNc2cc(Nc3ccc(-c4cn[nH]c4)cc3F)ncn2)c1
69) c1cnc(Nc2nc(NCc3cccnc3)c3ncn(-c4ccsc4)c3n2)nc1
70) Clc1ccccc1/C=N/Nc1cc(N2CCOCC2)ncn1

Screen / compound no.	64	65	66	67	68	69	70
ASK1 primary	-2	-5	10	-14	-1	-8	.
ULK1 primary	2	-3	21	1	-9	25	3
